Screening data from PubChem.
Scp1 inh = Scp-1 (human) phosphatase inhibition | Q9GZU7 | Recombinant Scp1, phosphopeptide, malachite green phosphate absorbance | inhibition, % at 20 µM | 0.88% of 340,000 active | AID 493091;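 active means inhibition above about 50% at 20 µM, limit read from the data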;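 further: plate controls were DMSO wells with enzyme for no effect and wells lacking enzyme for full effect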
Target sequence (Q9GZU7 76-261 limits assumed): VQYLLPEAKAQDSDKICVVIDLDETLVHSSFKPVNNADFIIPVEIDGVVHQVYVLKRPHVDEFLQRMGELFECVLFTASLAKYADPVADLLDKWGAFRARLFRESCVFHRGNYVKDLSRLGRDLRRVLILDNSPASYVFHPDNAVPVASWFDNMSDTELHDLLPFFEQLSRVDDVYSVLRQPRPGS
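Assay system: SCP-1 catalytic fragment, aa 76-261 | Buffer or medium: Tris acetate buffer pH 5.5 with MgCl2 and Tween-20 | Compound: One concentration, 20 µM, with 1.0% DMSO | Also added: Phospho 17-mer peptide substrate | Signal: Absorbance at 630 nm | Incubation: 45 min enzyme reaction at room temperature | Measure: % inhibition of SCP-1 phosphate liberation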
SUMO1 PPI mod = modulators of human SUMO1-mediated protein-protein interactions; inhibition, % at 20 µM; SUMO1 binding to a labelled peptide, TR-FRET, 1 h; P63165; 0.33% of 360,000 active; in the data active means inhibition above about 37%
STEP inh = STEP (human) phosphatase inhibition. P54829. recombinant STEP, OMFP fluorogenic substrate, fluorescence. inhibition, % at 20 µM. 0.25% of 360,000 active. AID 588621;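 active means inhibition at 20 µM, scaled per plate between control wells, above about 37%, limit read from the data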;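 further: 0% = DMSO with enzyme and substrate and 100% = substrate only without enzyme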
Target sequence (P54829 whole entry, looked up): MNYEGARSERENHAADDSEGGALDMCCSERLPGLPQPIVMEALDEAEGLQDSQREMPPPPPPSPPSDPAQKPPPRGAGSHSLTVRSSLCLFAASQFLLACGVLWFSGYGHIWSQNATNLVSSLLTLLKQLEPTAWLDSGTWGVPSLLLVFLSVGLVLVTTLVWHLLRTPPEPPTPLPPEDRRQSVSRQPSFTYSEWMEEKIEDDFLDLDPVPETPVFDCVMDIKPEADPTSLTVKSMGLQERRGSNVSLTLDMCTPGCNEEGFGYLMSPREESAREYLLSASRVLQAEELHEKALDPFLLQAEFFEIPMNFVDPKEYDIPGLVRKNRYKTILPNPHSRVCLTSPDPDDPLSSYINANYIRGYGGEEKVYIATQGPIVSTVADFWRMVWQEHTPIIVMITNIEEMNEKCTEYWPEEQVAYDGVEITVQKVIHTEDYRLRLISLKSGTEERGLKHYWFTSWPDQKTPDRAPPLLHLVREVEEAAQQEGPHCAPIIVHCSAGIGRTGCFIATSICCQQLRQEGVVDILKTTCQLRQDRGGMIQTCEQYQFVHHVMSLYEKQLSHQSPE
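System: STEP (striatal-enriched tyrosine phosphatase) enzyme, cell-free; medium: Bis-Tris pH 6.0 buffer with DTT, detergent; dosing: 20 µM, 1% DMSO; times: reaction 20 min, ambient temperature; detection: fluorescence, 480/540 nm; read-out basis: normalized % inhibition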
MT1-MMP act inh = MT1-MMP (human) activation inhibition | P50281 | HT1080 RFP-PRO-GFP cells, GFP/RFP ratio fluorescence, overnight; percent of plate control window, DMSO zero | GFP/RFP ratio change, % at 20 µM | 0.061% of 360,000 active;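 active means GFP/RFP ratio change of at least 30% with cell ATP level not reduced by more than half and red fluorescence within 50% of control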; further: strong numbers were not always called active
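Test system: HT1080 RFP-PRO-GFP cells; Benchmarks: DMSO and RFP-L50D-GFP cell wells; Timing: cells overnight before dosing, compound overnight, 37 °C, 5% CO2; Compound: one 20 µM compound dose with 1% DMSO; Read-out: GFP/RFP fluorescence ratio.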
Rpn11 block = blocks the human proteasome subunit Rpn11; O00487; human 26S proteasome, Ub4-pepOG fluorescence polarization; 20S core pre-blocked with epoxomicin; 0.59% of 360,000 active; calls only at 20 µM;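 active means inhibition at 20 µM, scaled to each plate's controls, above about 33%, limit read from the data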
Target sequence (O00487 whole entry, looked up): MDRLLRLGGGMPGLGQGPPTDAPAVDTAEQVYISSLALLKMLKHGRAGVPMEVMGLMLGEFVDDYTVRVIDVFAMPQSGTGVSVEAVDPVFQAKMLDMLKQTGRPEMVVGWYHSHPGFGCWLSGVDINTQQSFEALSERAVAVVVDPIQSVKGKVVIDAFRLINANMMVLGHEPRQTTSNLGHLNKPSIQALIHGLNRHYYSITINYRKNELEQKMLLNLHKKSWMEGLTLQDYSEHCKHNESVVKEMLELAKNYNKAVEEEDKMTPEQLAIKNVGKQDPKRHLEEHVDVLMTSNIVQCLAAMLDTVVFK
CendR NRP1 mod = alters CendR peptide binding to human NRP-1; O14786; FAM-RPARPAR peptide binding to NRP-1, fluorescence polarization; inhibition, % at 25 µM; 0.85% of 360,000 active;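 active means inhibition or corrected inhibition above about 18%, plus a signal ratio from 0.5 to 1.5, limit read from the data, passing the limit was not always enough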; further: strong numbers were not always called active
DNMT1 inh = DNMT1 (human) enzyme inhibition; P26358; DNMT1 molecular beacon, Hinp1I cleavage, fluorescence; inhibition (reported as % activation of signal), % at 10 µM; 0.83% of 360,000 active; AID 588458; in the data active means inhibition above about 50%
LMPTP block = blocks human LMPTP phosphatase; P24666; recombinant LMPTP-A, OMFP fluorogenic substrate, fluorescence intensity; inhibition, % at 20 µM; 0.22% of 360,000 active;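 active means compounds that cut the enzyme signal by at least half of the control window in the single-dose screen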;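 further: plate controls were DMSO wells with enzyme plus substrate for no effect and substrate without enzyme for full effect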
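material = LMPTP-A | quantity = 0.625 nM enzyme | reagent = OMFP substrate, 400 µM final | buffer or medium = Bis-Tris pH 6.0, DTT, detergent | detection = endpoint fluorescence intensity from OMFP dephosphorylation | dosing = single 20 µM dose | read-out basis = % inhibition relative to no-enzyme and uninhibited control wells | control set = no-enzyme and uninhibited controls | timing = 50 min at room temperature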
NadD inh = blocks S. aureus nicotinate mononucleotide adenylyltransferase; 0.78% of 360,000 active; purified NadD enzyme, colorimetric absorbance read-out; inhibition, % at 20 µM; in the data active means inhibition above about 26%; further: some compounds past the cut are filed as inactive
SKN-1 block = C. elegans SKN-1 inhibition; C. elegans VP596 Pgst-4::GFP/RFP ratio, acrylamide-induced, 24 h; inhibition, % at 21.8 µM; 0.49% of 360,000 active;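 active means interference check ratio from 0.5 to 1.5 plus GFP to RFP signal ratio inhibition reaching or exceeding a fixed threshold, cut at about 30% in these data, passing the limit was not always enough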; further: some compounds called inactive have numbers as strong as hits
* marks the source's active call; other numbers are inactive results; i = inactive; / = not tested or not shown. Not a hit list. About 3.9% of those tested had a hit in this group.

Screens in order: Scp1 inh	SUMO1 PPI mod	STEP inh	MT1-MMP act inh	Rpn11 block	CendR NRP1 mod	DNMT1 inh	LMPTP block	NadD inh	SKN-1 block
> Cc1ccc(-c2cc(NC(=O)c3ccccc3)on2)cc1
 : -5	20	-2	4	i	8	2	0.3	-11	1
> CC1(C)OC(=O)C(=NNc2ccccc2[N+](=O)[O-])C(=O)O1
 : -9	-36	-1	4	i	10	-8	-1.3	1	6
> CCOC(=O)Cc1csc(NS(=O)(=O)c2ccc(Br)cc2)n1
 : -1	-2	1	-3	i	4	1	0.2	6	6
> CCC(=O)Nc1cccc(NC(=O)c2ccc3c(c2)OCCO3)c1
 : -5	2	0	-1	i	3	-1	1.3	-1	11
> O=C(NCc1cccs1)c1cc2c(s1)CS(=O)(=O)C2
 : 0	6	0	-3	i	0	-1	-0.4	-4	5
> Cc1ccc(Cc2nnc(SCC(=O)Nc3ccc(C)cc3C)[nH]c2=O)cc1
 : 54*	5	0	3	i	-6	1	0.1	9	6
> O=C(Cc1cccs1)N1CCN(S(=O)(=O)c2ccc(F)c(F)c2)CC1
 : -1	-6	-1	1	i	18	1	-0.8	13	9
> O=C(c1ccc(Cl)c(S(=O)(=O)N2CCc3ccccc3C2)c1)N1CCN(c2ccccc2)CC1
 : -4	-1	0	0	i	-16	-5	2.9	2	13
> CCn1c(SCC(=O)c2ccc(C)cc2)nnc1-c1ccncc1
 : -8	4	-4	2	i	-7	1	-0.4	2	-7
> Cc1ccc(NC(=S)/N=C(\N)Nc2nc(C)c3cc(C)ccc3n2)c(C)c1
 : 7	-1	5	-11	i	-2	6	-0.4	11	-1
> COc1ccc(C(=O)Nc2ccc(Cl)cc2C(=O)NCCO)cc1
 : -12	-1	-2	8	i	18	1	-2.6	-5	-6
> COCc1nnc(NC(=O)COc2ccc3c(c2)OCO3)s1
 : 1	1	4	0	i	4	7	3.5	-2	-5
> N=C1C(c2ccccc2)=C(O)CN1c1ccccc1
 : -1	6	-3	2	i	-2	0	-1.7	2	9
> COc1ccc(C2=C(c3ccccc3)OC(OC)c3cc(F)ccc32)cn1 (configuration not stated)
 : /	4	/	4	/	7	/	0.2	-7	-2
> CC(=O)Nc1cccc(-c2nnc(SCC(=O)N3CCCCC3)n2C)c1
 : 0	-1	-1	10	i	-13	1	-0.8	-1	18
> Cc1ccc(-c2nc(CN(Cc3cnn(C)c3)C(C)C)c(C)o2)o1
 : -6	2	-2	-4	i	10	-3	-0.9	2	-10
> CCc1cc(=O)oc2cc(C)cc(OCC(=O)NCCCN3CCOCC3)c12
 : 2	-1	-3	-2	i	10	3	-0.1	-3	4
> CN1CCN(c2cccc3c2S(=O)(=O)N[C@@H](Cc2ccccc2)CO3)CC1
 : /	0	/	3	/	4	/	-2.1	-2	-2
> COc1ccc(-c2noc(CCN3C(=O)c4ccccc4C3=O)n2)cc1OC
 : -13	-11	-3	9	i	1	-1	0.2	5	7
> COc1ccc(-c2nn(-c3ccccc3)cc2CN2CCCO2)c(F)c1
 : -4	0	1	-4	i	12	-3	0.2	-2	6
> Cc1ccc(S(=O)(=O)N2CCC(C(=O)N[C@@H](C)C(=O)NCC3CCCO3)CC2)cc1 (some centres not stated)
 : -8	0	-2	0	i	0	0	-1.6	-1	-9
> Cc1ccc(C(=O)CNc2ccccc2)cc1
 : -12	1	0	0	i	3	-2	-0.2	-3	13
> Cc1cccc(/N=C/c2nc(-c3ccccc3Br)oc2O)n1
 : -3	-10	-2	0	i	-7	10	1.9	-5	0
> CC(=O)Nc1ccc(OCC(=O)c2cc(C)ccc2C)cc1
 : 5	0	-6	-2	i	-1	-2	-1.5	-6	5
> Cc1ccc2c(=O)c(C(=O)c3ccc(F)cc3)cn(CC(=O)NCc3ccco3)c2n1
 : 61*	6	6	-1	i	-13	15	0.8	7	5
> N#Cc1ccccc1NC(=O)CSC1=Nc2ccccc2C2CC=NN12 (configuration not stated)
 : -6	0	1	-3	i	-11	2	0.1	-1	5
> CCCCN(C(C)=O)c1c(CC)nc2ccc(C(=O)NCc3cccs3)cn12
 : /	6	4	-3	i	-6	1	0.3	3	1
> Cc1ccccc1OCC(=O)Nc1cnn(CCCC(=O)O)c1
 : -9	-5	2	1	i	11	-2	-2.1	11	3
> COc1ccc(Cl)cc1NC(=O)CSc1nc(NS(=O)(=O)c2ccc(C)cc2)cc(=O)[nH]1
 : -2	-5	0	7	i	13	6	0.4	4	5
> Cc1nn(Cc2ccc(Cl)cc2)c(C)c1NC(=O)/C=C/c1cnn(C)c1
 : -3	0	0	3	i	-10	0	-0.8	6	-2

Three structures out of the list, sorted by molecular weight, ascending.
Screens in order: Scp1 inh	SUMO1 PPI mod	STEP inh	MT1-MMP act inh	Rpn11 block	CendR NRP1 mod	DNMT1 inh	LMPTP block	NadD inh	SKN-1 block
> Cc1cccc(/N=C/c2nc(-c3ccccc3Br)oc2O)n1
 : -3	-10	-2	0	i	-7	10	1.9	-5	0
> Cc1nn(Cc2ccc(Cl)cc2)c(C)c1NC(=O)/C=C/c1cnn(C)c1
 : -3	0	0	3	i	-10	0	-0.8	6	-2
> Cc1ccc2c(=O)c(C(=O)c3ccc(F)cc3)cn(CC(=O)NCc3ccco3)c2n1
 : 61*	6	6	-1	i	-13	15	0.8	7	5

6 of the entries above in order of their number in CendR NRP1 mod, smallest number first:
structure	Scp1 inh	SUMO1 PPI mod	MT1-MMP act inh	Rpn11 block	CendR NRP1 mod	DNMT1 inh	LMPTP block	NadD inh	SKN-1 block
N#Cc1ccccc1NC(=O)CSC1=Nc2ccccc2C2CC=NN12 (configuration not stated)	-6	0	-3	i	-11	2	0.1	-1	5
Cc1nn(Cc2ccc(Cl)cc2)c(C)c1NC(=O)/C=C/c1cnn(C)c1	-3	0	3	i	-10	0	-0.8	6	-2
CCCCN(C(C)=O)c1c(CC)nc2ccc(C(=O)NCc3cccs3)cn12	/	6	-3	i	-6	1	0.3	3	1
CC(=O)Nc1ccc(OCC(=O)c2cc(C)ccc2C)cc1	5	0	-2	i	-1	-2	-1.5	-6	5
Cc1ccc(S(=O)(=O)N2CCC(C(=O)N[C@@H](C)C(=O)NCC3CCCO3)CC2)cc1 (some centres not stated)	-8	0	0	i	0	0	-1.6	-1	-9
Cc1ccccc1OCC(=O)Nc1cnn(CCCC(=O)O)c1	-9	-5	1	i	11	-2	-2.1	11	3

Remaining list, next part.
Screens in order: Scp1 inh	SUMO1 PPI mod	STEP inh	MT1-MMP act inh	Rpn11 block	CendR NRP1 mod	DNMT1 inh	LMPTP block	NadD inh	SKN-1 block
> CCOC(=O)c1cccc(OCC(O)CNCCOc2ccccc2F)c1 (configuration not stated)
 : -4	1	-3	2	i	12	12	-1.4	-7	-20
> C/C(=N\NS(=O)(=O)c1ccc(C)cc1)c1ccc(Br)s1
 : -6	-9	-3	2	i	8	-1	3.7	7	-2
> O=C(CSc1nnc(Cc2cccs2)n1CCc1ccccc1)N1CCCc2ccccc21
 : 9	-2	0	-4	i	-4	1	1.8	4	-10
> Cc1ccccc1Cn1c([N+](=O)[O-])cnc1C
 : -5	-10	-3	3	i	-8	1	-0.8	6	11
> Cc1c(Cc2ccccc2)c(=O)oc2cc(OCC(=O)N[C@@H](Cc3ccccc3)C(=O)O)ccc12
 : -1	2	0	2	i	-12	-1	-1.2	2	12
> CC(=O)Nc1ccc(NC(=O)C(C)OC(=O)CNC(=O)c2sc3ccccc3c2Cl)cc1 (configuration not stated)
 : -5	-1	4	-2	i	-3	8	-0.4	-2	4
> COc1ccc(CC2(CO)CCN(Cc3ccc(OC(F)(F)F)cc3)CC2)cc1
 : -4	1	8	3	i	4	4	-0.2	-5	9
> CCNC(=O)C(=O)NCCC1CCCCN1S(=O)(=O)c1cccs1 (configuration not stated)
 : 13	0	-2	-1	i	6	8	-0.5	-4	-5
> COC(=O)N1c2ccccc2C=Cc2ccccc21
 : -5	-8	-1	5	i	19	-5	1.1	2	0
> O=C(NCc1cccc(Br)c1)C1CC(c2ccccc2[N+](=O)[O-])=NO1 (configuration not stated)
 : -3	-26	0	1	i	21	0	-0.6	-3	4
> CCCCn1c(=NC(=O)c2ccc3c(c2)OCO3)c(C#N)cc2c(=O)n3cccc(C)c3nc21
 : -3	-3	8	-6	i	-29	12	6.2	23	4
> Cc1c(Cl)cccc1NC(=S)N1CCCCCC1
 : 5	-3	4	-4	i	-5	6	-1.4	-4	-6
> COc1ccc(-c2c(NC(=O)c3ccco3)n(C)c3ccccc3c2=O)cc1
 : -8	2	-6	0	i	5	-1	-2.7	-6	-5
> O=S(=O)(c1ccc2oc3ccc(S(=O)(=O)N4CCCCC4)cc3c2c1)N1CCCCC1
 : 0	-1	4	4	i	3	3	1.1	17	12
> O=C1NC(=O)C(CC(=O)N(c2ccccc2)C2(C(=O)NC3CCCC3)CCCCC2)N1 (configuration not stated)
 : 0	0	3	2	i	13	1	-1.4	-2	4
> O=C(C#Cc1ccccc1)c1ccc([N+](=O)[O-])cc1
 : 3	-21	0	9	i	6	13	0.3	-3	-2
> Fc1ccc(-c2nnc3n2CCCCC3)cc1
 : -5	0	3	-1	i	0	1	-0.6	-6	0
> CC1(C)CC(=O)C2=C(C1)OC(N)=C(C#N)C2C#Cc1ccccc1 (configuration not stated)
 : -2	-3	-2	-115	i	-22	-3	0.4	3	-6
> NC(=O)CNc1n[nH]c(=S)[nH]c1=O
 : 5	-5	-2	-1	i	4	-2	-1.8	2	-5
> c1ccc(CNc2c3c(nc4ncnn24)CCCC3)nc1
 : -7	1	6	-2	i	-3	3	0.9	3	-8
> CO/N=C/C=C1/N(C)c2ccccc2C1(C)C
 : -1	-5	0	0	i	7	1	4.3	-4	7
> O=C(Cn1cnc2c(NCc3ccccc3)ncnc21)NCCc1cc2ccccc2[nH]1
 : 7	3	-3	5	i	-11	-4	0.1	-1	-4
> Cc1ccc(S(=O)(=O)Nc2c(C)n(C)n(-c3ccccc3)c2=O)cc1C(=O)NCc1ccccc1
 : -8	-2	2	0	i	9	1	-1.4	1	-12
> CCOc1ccc2nc(Cl)c(C3CC(c4ccccc4)=NN3C(=O)c3cccs3)cc2c1 (configuration not stated)
 : -1	-2	-1	-2	i	3	30	0.6	2	-5
> CC(C)(C)OC(=O)N(CC1CCNCC1)C(=O)c1[nH]c(C(F)(F)F)nc1-c1ccccc1
 : /	-3	-2	1	i	2	3	-3.3	-4	5
> COc1ccc(N(CC(=O)Nc2cc(C)on2)S(=O)(=O)c2cc(C)ccc2C)cc1
 : -12	2	-3	7	i	1	0	0.4	-2	-15
